AMPAR-TARP mod = modulates AMPAR-stargazin complexes | O88602+P19491 | HEK293 GluA2+stargazin, membrane potential dye (FDSS), glutamate EC50; hits were called plate by plate, in both directions | calls only at 30 µM | 3.5% of 40,000 active;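 active means any of four per-well response measures lying three or more SD from its plate-wide compound average, in either direction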
Target sequence (O88602 whole entry, looked up): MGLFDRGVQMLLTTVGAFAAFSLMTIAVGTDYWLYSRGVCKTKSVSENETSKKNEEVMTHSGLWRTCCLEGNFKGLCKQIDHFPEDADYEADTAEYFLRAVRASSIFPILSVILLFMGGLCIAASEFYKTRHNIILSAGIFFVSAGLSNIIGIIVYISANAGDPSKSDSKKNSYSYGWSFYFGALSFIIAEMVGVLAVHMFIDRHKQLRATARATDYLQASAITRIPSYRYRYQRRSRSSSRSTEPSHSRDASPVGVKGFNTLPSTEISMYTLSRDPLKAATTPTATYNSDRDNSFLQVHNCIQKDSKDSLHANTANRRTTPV
Target sequence (P19491 whole entry, looked up): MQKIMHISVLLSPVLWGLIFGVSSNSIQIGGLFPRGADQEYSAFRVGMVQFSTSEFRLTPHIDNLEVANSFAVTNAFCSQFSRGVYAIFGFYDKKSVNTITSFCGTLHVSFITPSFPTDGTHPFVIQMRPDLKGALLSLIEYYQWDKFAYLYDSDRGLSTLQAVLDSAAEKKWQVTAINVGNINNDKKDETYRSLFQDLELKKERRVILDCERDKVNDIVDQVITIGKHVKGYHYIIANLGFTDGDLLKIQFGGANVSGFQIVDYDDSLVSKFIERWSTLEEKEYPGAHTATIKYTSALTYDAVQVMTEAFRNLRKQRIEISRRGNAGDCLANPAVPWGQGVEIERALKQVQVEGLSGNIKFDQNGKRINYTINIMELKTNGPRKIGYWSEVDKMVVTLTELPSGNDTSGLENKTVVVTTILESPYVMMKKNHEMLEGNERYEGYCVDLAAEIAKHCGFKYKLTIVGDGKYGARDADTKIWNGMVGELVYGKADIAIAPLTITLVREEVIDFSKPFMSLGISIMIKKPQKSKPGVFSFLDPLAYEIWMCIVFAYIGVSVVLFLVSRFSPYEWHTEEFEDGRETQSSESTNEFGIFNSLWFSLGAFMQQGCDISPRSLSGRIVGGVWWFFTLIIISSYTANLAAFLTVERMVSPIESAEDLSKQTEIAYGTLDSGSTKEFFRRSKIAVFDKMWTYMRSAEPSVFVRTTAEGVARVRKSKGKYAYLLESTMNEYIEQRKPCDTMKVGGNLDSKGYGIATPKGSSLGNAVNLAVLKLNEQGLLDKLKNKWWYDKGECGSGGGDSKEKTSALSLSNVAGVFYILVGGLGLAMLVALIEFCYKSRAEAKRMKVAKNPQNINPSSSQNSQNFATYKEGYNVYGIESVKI
AMPAR-TARP mod agonism max-min = further read-out of AMPAR-TARP mod, marked with its call; compound max-min signal; compound-alone response (agonism);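 unitless range of fluorescence divided by baseline over first 100 seconds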
AMPAR-TARP mod glutamate slope = recorded beside AMPAR-TARP mod, whose call it bears; glutamate slope, % of max; measured here: glutamate response slope, % max;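 scaled per plate between vehicle wells and maximal 1 mM glutamate control wells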
* hit, by the source's call; i = inactive; + = active, no number; & = joins results of further samples. A portion of the library; rates above refer to the full screens.

AMPAR-TARP mod,AMPAR-TARP mod agonism max-min,AMPAR-TARP mod glutamate slope,canonical_smiles
i,0.03,44,CCOc1ccc(S(=O)(=O)Nc2ccc(C)c(N3CCCCC3=O)c2)cc1
i,0.032,47,COc1ccc(-n2ccnc(SCC(=O)Nc3cc(C)cc(C)c3)c2=O)cc1
i,0.045,61,COc1ccccc1N1CC(C)Cn2c1nc1c2c(=O)n(CC(N)=O)c(=O)n1C (centres undefined)
i,0.088,60,NC(=O)CSc1nc(-c2ccccc2)c(NC(=O)c2c(F)cccc2F)s1
i,0.083,61,Cc1nccn1-c1ccc(N2CCCC(C(=O)NCc3ccc4c(c3)OCO4)C2)nn1 (centres undefined)
i,0.042,60,COc1cc(NC(=O)Cn2nc(C(=O)Nc3ccc(C)cc3)ccc2=O)cc(OC)c1
i,0.099,67,O=C(CCn1ccc(=O)[nH]c1=O)N1CCC(c2nnc(-c3ccco3)s2)CC1
i,0.1,57,CCOc1ccc(OCC(=O)Nc2cc(C)nn2-c2nc3c(cnn3-c3ccccc3)c(=O)[nH]2)cc1
i,0.092,45,O=C(c1ccc([N+](=O)[O-])cc1)N1CCN(c2ccc(NCC3CCCO3)nn2)CC1 (centres undefined)
i,0.092,34,Cn1c(=O)c2c(SCC(=O)NCC3CCCO3)ccnc2n(C)c1=O (centres undefined)
i,0.093,52,Cc1cccc(S(=O)(=O)N2CCCC2)c1
i,0.066,47,CC1CCN(CC(O)COc2ccc(C(C)(C)C)cc2)CC1 (centres undefined)
i,0.07,63,COc1ccc(CNC(=O)C(=O)NCC2OCCCN2S(=O)(=O)c2ccc(C)cc2)cc1 (centres undefined)
i,0.085,43,CCOC(=O)N1CCN(C(=O)CSc2ccc(C)cc2)CC1
i,0.061,34,COCCNC(=O)Cc1ccc(NS(=O)(=O)c2ccc(OC)c(C)c2)cc1
i,0.11,59,CS(=O)(=O)c1ccc(CC(=O)Nc2nc3cc4c(cc3s2)OCO4)cc1
i,0.099,67,CCOC(=O)CCC(=O)N1CCC(Cn2cccn2)CC1
i,0.095,52,CSc1cccc(NC(=O)Cc2csc(NC(=O)C3CCC(=O)N3)n2)c1 (centres undefined)
i,0.3,41,COc1ccc(C(=O)N2CCN(c3ccc(Nc4ccccn4)nn3)CC2)cc1
i,0.11,38,NC(=O)c1cccc(NC(=O)c2ccsc2)c1
+,0.064*,31*,CCOc1ccc(-n2nnnc2SC(C)C(=O)Nc2ccccc2C(=O)OC)cc1 (centres undefined)
i,0.098,49,CCc1ccc(Oc2cc(N3CCC(C(=O)NCc4ccc(OC)cc4OC)CC3)ncn2)cc1
i,0.058,53,CCNC(=O)C1Cc2ccccc2N1C(=O)c1ccc(S(=O)(=O)N(CC)CC)cc1 (centres undefined)
i,0.1,65,Cc1nc(NC(=O)Cc2csc(NC(=O)c3ccc4c(c3)OCO4)n2)sc1C(=O)N(C)C
i,0.073,64,Cc1nc2ccc(NC(=O)Cc3ccc(S(C)(=O)=O)cc3)cc2s1

Part of the list above, limited to AMPAR-TARP mod glutamate slope and AMPAR-TARP mod agonism max-min:
smiles	AMPAR-TARP mod glutamate slope	AMPAR-TARP mod agonism max-min
NC(=O)CSc1nc(-c2ccccc2)c(NC(=O)c2c(F)cccc2F)s1	60	0.088
NC(=O)c1cccc(NC(=O)c2ccsc2)c1	38	0.11

Following part:
AMPAR-TARP mod,AMPAR-TARP mod agonism max-min,AMPAR-TARP mod glutamate slope,canonical_smiles
+,0.18*,50*,CCN1CC(c2nc3ccccc3n2Cc2ccc(Cl)cc2Cl)CC1=O (centres undefined)
i,0.11,56,COc1ccccc1CCNC(=O)Cc1csc(-n2cccc2)n1
i,0.055,38,CC(C)S(=O)(=O)c1cccc(C(=O)Nc2nc(-c3nc4ccccc4s3)cs2)c1
i,0.085,60,Cc1ccc(S(=O)(=O)N(Cc2ccccc2Cl)C(=O)N2CCN(C)CC2)cc1
+,0.2*,60*,COc1ccc(CNC(=O)/C(C#N)=C/N2CCN(Cc3ccc4c(c3)OCO4)CC2)cc1
i,0.16,49,CCOc1cccc2sc(N(CCN(C)C)C(=O)c3ccnn3C)nc12
i,0.074,58,CCN1CCCc2cc(CCNC(=O)C(=O)Nc3cc(Cl)ccc3C#N)ccc21
i,0.094,53,O=C(Cn1nc(-c2ccco2)ccc1=O)Nc1ccccc1[N+](=O)[O-]
i,0.045,45,CCOCCn1c(-n2nc(C)cc2C)nc2c1c(=O)n(CC(N)=O)c(=O)n2C
i,0.12,61,CCC(C)NC(=O)C(=O)NCc1ccccc1 (centres undefined)
i,0.05,59,O=C(COC(=O)CCCC1=NS(=O)(=O)c2ccccc2N1)Nc1ccc(Br)cc1
i,0.086,75,COc1ccc(C)cc1S(=O)(=O)N1CCC(OC)CC1
i,0.1,47,CSc1ccc(CC(=O)Nc2ccc(-c3nc4ccccc4[nH]3)cc2)cc1
i,0.08,54,Cn1nnc2c(N3CCN(Cc4ccc5c(c4)OCO5)CC3)ncnc21
i,0.13,65,CCOCCn1c(=O)c2c(nc3n(-c4ccc(CC)cc4)c(C)cn23)n(C)c1=O
i,0.069,58,COc1cc(/C=C2\SC(=S)N(c3ccc(C)cc3)C2=O)cc(OC)c1OC
i,0.083,74,O=C(C1CCCC1)N1CCc2ccc(NS(=O)(=O)c3ccc(Cl)s3)cc21
i,0.093,58,CCC(=O)c1ccc(OCC(O)CN2CCN(c3ccc(C)cc3C)CC2)cc1 (centres undefined)
i,0.073,51,COc1ccccc1C1C(C#N)=C(N)Oc2cc(C)n(Cc3ccncc3)c(=O)c21 (centres undefined)
i,0.062,54,O=C1N(Cc2ccccc2F)c2ccccc2S(=O)(=O)N1c1ccc(F)cc1
i,0.13,40,O=C(Cc1noc2ccccc12)N1CCN(c2ccc(-c3ccccn3)nn2)CC1
i,0.14,49,CC(C(=O)NCc1ccncc1)n1nnc2ccccc2c1=O (centres undefined)
i,0.081,8,COc1ccc(NC(=O)c2cc(-c3cccs3)nc3ccccc23)c([N+](=O)[O-])c1
i,0.1,56,CCOC(=O)c1ccc(NC(=O)Cn2cnc3c2c(=O)n(C)c(=O)n3C)cc1
i,0.14,66,CCn1c(=O)c2c(nc3n2CCCN3c2ccc(Oc3ccccc3)cc2)n(C)c1=O
i,0.094,58,COc1ccc(OCC(=O)Nc2cccc(N3CCCCC3=O)c2)cc1
i,0.087,77,COc1ccccc1OCC(=O)Nc1ccc2c(c1)CCCN2C(=O)c1ccccc1
i,0.059,-8,CCCN1C(=O)CCc2cc(NC(=O)NCc3ccc(OC)c(OC)c3)ccc21
i,0.075,48,Cc1c(C)n2c3c(=O)n(CCN4CCCCC4)c(=O)n(C)c3nc2n1C1CCCC1
i,0.14,49,O=C(c1cc(-c2ccco2)on1)N1CCN(Cc2nc(-c3ccccc3)cs2)CC1
i,0.092,53,CC(=O)c1ccc(N2C(=O)N(Cc3cccc(C#N)c3)c3ccccc3S2(=O)=O)cc1
i,0.09,100,CC(=O)c1ccc(NC(=O)Cn2nc(-c3cc(C)c(C)cc3C)ccc2=O)cc1
i,0.094,58,CCN1CCN(c2nc(C)c([N+](=O)[O-])c(NC3CCCCC3)n2)CC1
i,0.043,44,COc1ccc2nc(-c3ccc(F)c(NC(=O)Nc4cc(Cl)ccc4OC)c3)cn2n1
i,0.058,57,O=C(NCc1ccccc1Cl)C(=O)NCC1CCN(C(=O)COc2ccccc2)CC1
i,0.11,51,O=C(NCc1ccc2c(c1)OCO2)C(=O)NCC(O)c1ccc(C(F)(F)F)cc1 (centres undefined)
i,0.1,55,Cc1ccc(C)c(-c2nnc(NC(=O)CS(=O)(=O)Cc3ccccc3)o2)c1
i,0.13,62,COc1ccccc1C(=O)Nc1nnc(-c2cc(C)ccc2C)o1
i,0.096,50,O=C(Nc1sc2ccccc2c(=O)c1-c1ccc(Br)cc1)c1ccco1
i,0.049,53,CCCOc1ccc(S(=O)(=O)NCC2CCN(C(C)C)CC2)cc1
i,0.032,50,c1ncn(CC2CCNCC2)n1
i,0.047,51,NCC(O)(c1cccs1)C1CC1 (centres undefined)
i,0.077,38,O=C(CN1CCN(c2ccccc2F)CC1)Nc1ccc2c(c1)OCO2
i,0.058,59,O=C(NCCn1ncc2c(N3CCCCCC3)ncnc21)C1CC(=O)N(c2ccccc2)C1 (centres undefined)
i,0.11,64,O=C(NCC1CCN(c2ccccn2)CC1)C(=O)Nc1ccc2c(c1)OCO2
i,0.14,50,Cn1nc(NC(=O)Cc2noc3ccccc23)c2c1NC(=O)CC2c1cccs1 (centres undefined)
i,0.045,49,O=C(CSc1nc(=O)n(CC2CCCO2)c2c1CCCC2)NCc1ccc(F)cc1 (centres undefined)
i,0.06,48,CS(=O)(=O)N1CCC(CNC(=O)c2cc(-c3ccco3)on2)CC1
i,0.048,44,CCC(C(=O)Nc1cc(-c2cn3nc(OC)ccc3n2)ccc1OC)c1ccccc1 (centres undefined)
i,0.031,71,CCc1ccc(OC)c(S(=O)(=O)Nc2ccc3c(c2)N(S(=O)(=O)CC)CCC3)c1

Other entries.
AMPAR-TARP mod,AMPAR-TARP mod agonism max-min,AMPAR-TARP mod glutamate slope,canonical_smiles
i,0.075,52,COc1cccc2cc(C(=O)NCC3CCN(C(=O)/C=C/c4ccco4)CC3)oc12
i,0.073,42,CSCCC(C)(O)CNC(=O)/C=C/c1ccco1 (centres undefined)
i,0.052,44,COc1ccc(C)cc1NC(=O)Cc1cc(-c2ccc(OC)c(OC)c2)on1
i,0.073,59,COc1ccc(-c2nnc(SCC(=O)Nc3ccccc3C)n2N)cc1OC
i,0.07,56,Cc1ccc(C(=O)Nc2ccccn2)cc1S(=O)(=O)N1CCCC1
i,0.04,35,Cc1ccc(NC(=O)Cc2cc(-c3ccc4c(c3)OCO4)on2)cc1F
i,0.14,59,COCCNc1oc2c(c1-c1cc(OC)c(OC)c(OC)c1)c(=O)oc1ccccc12
i,0.027,43,O=C(Nc1ccc2c(c1)CCCN2C(=O)c1cccs1)C1CC1
i,0.037,52,COc1ccc(OC)c(NC(=O)CS(=O)(=O)c2ccc(Cl)s2)c1
i,0.12,72,CCOC(=O)CCC(=O)Nc1nn(C)c2c1C(c1ccco1)CC(=O)N2 (centres undefined)
i,0.1,74,COC(=O)Nc1ccc(S(=O)(=O)N2CCCC(C(=O)O)C2)cc1 (centres undefined)
i,0.13,59,O=C(Cn1cc(-c2nc(-c3cnccn3)no2)ccc1=O)NCc1ccc(F)cc1Cl
i,0.089,64,COc1ccc(SCC(=O)Nc2nc3c(Cl)cccc3s2)cc1
i,0.07,57,CCn1c(SCC(=O)NCc2ccc(F)cc2)nnc1-c1cn(C)nc1OC
i,0.085,57,Cc1nn(C2CCS(=O)(=O)C2)c2nc(-c3ccccc3)cc(C(=O)NCCc3ccccc3)c12 (centres undefined)
i,0.076,60,CSCCC(C)(O)CNC(=O)COc1ccc(Cl)cc1 (centres undefined)
i,0.086&0.043,50&130,CCOC(=O)c1cccc(NC(=O)c2sccc2N(C)S(=O)(=O)c2ccc(C)cc2)c1
+,0.23*,45*,CC(C(=O)Nc1cc(Cl)ccc1O)N1C(=O)c2ccccc2S1(=O)=O (centres undefined)
i,0.078,44,CCS(=O)(=O)c1ccc(CC(=O)Nc2c3c(nn2C)CCC3)cc1
i,0.027,58,COc1ccc(Cl)cc1N1C=C(C#N)S(=O)(=O)c2ccc(Cl)cc21
i,0.067,54,CCOc1ccc(-c2cc(-c3nc(-c4ccc(OC)cc4OC)no3)[nH]n2)cc1
i,0.062,69,CCS(=O)(=O)N1CCCc2ccc(NS(=O)(=O)c3cc(C)c(C)cc3OC)cc21
i,0.1,57,CCOCCn1c(=O)c2c(nc(-n3nc(CC)cc3CC)n2C)n(C)c1=O
+,0.19*,58*,O=C(CCCCn1c(=O)c2ccccc2n(CC(=O)NC2CCCCC2)c1=O)NC1CCCCC1
i,0.075,65,CC(C)(CO)NCC(O)COC1CC2CCC1(C)C2(C)C (centres undefined)

A run of entries from further up, as a working copy:
AMPAR-TARP mod,AMPAR-TARP mod agonism max-min,AMPAR-TARP mod glutamate slope,canonical_smiles
i,0.073,59,COc1ccc(-c2nnc(SCC(=O)Nc3ccccc3C)n2N)cc1OC
i,0.07,56,Cc1ccc(C(=O)Nc2ccccn2)cc1S(=O)(=O)N1CCCC1
i,0.04,35,Cc1ccc(NC(=O)Cc2cc(-c3ccc4c(c3)OCO4)on2)cc1F
i,0.14,59,COCCNc1oc2c(c1-c1cc(OC)c(OC)c(OC)c1)c(=O)oc1ccccc12
i,0.027,43,O=C(Nc1ccc2c(c1)CCCN2C(=O)c1cccs1)C1CC1
i,0.037,52,COc1ccc(OC)c(NC(=O)CS(=O)(=O)c2ccc(Cl)s2)c1
i,0.12,72,CCOC(=O)CCC(=O)Nc1nn(C)c2c1C(c1ccco1)CC(=O)N2 (centres undefined)
i,0.1,74,COC(=O)Nc1ccc(S(=O)(=O)N2CCCC(C(=O)O)C2)cc1 (centres undefined)
i,0.13,59,O=C(Cn1cc(-c2nc(-c3cnccn3)no2)ccc1=O)NCc1ccc(F)cc1Cl
i,0.089,64,COc1ccc(SCC(=O)Nc2nc3c(Cl)cccc3s2)cc1
i,0.07,57,CCn1c(SCC(=O)NCc2ccc(F)cc2)nnc1-c1cn(C)nc1OC
i,0.085,57,Cc1nn(C2CCS(=O)(=O)C2)c2nc(-c3ccccc3)cc(C(=O)NCCc3ccccc3)c12 (centres undefined)
i,0.076,60,CSCCC(C)(O)CNC(=O)COc1ccc(Cl)cc1 (centres undefined)
i,0.086&0.043,50&130,CCOC(=O)c1cccc(NC(=O)c2sccc2N(C)S(=O)(=O)c2ccc(C)cc2)c1
+,0.23*,45*,CC(C(=O)Nc1cc(Cl)ccc1O)N1C(=O)c2ccccc2S1(=O)=O (centres undefined)
i,0.078,44,CCS(=O)(=O)c1ccc(CC(=O)Nc2c3c(nn2C)CCC3)cc1
i,0.027,58,COc1ccc(Cl)cc1N1C=C(C#N)S(=O)(=O)c2ccc(Cl)cc21
i,0.067,54,CCOc1ccc(-c2cc(-c3nc(-c4ccc(OC)cc4OC)no3)[nH]n2)cc1
i,0.062,69,CCS(=O)(=O)N1CCCc2ccc(NS(=O)(=O)c3cc(C)c(C)cc3OC)cc21
i,0.1,57,CCOCCn1c(=O)c2c(nc(-n3nc(CC)cc3CC)n2C)n(C)c1=O

High-throughput results deposited in PubChem BioAssay by Vanderbilt High Throughput Screening Facility.
